Pf apPOL inh – Pf-apPOL DNA polymerase inhibition. Recombinant Pf-apPOL, molecular beacon fluorescence, 1.5 h. inhibition, % at 10 µM. 0.25% of 210,000 active. AID 1794808
mHTT CaM bind – mHTT-calmodulin interaction abrogation; 3.6% of 190,000 active; AID 1671202; inhibition, % at 15 µM; AlphaScreen His-mHTT/GST-CaM binding, luminescence;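 note: 0% = both proteins with DMSO and 100% = one protein alone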
Starred values were filed as active, the others as inactive; i = inactive; . = no result given; & = joins results of further samples. Cut-off read from the data, not from the text of the source: active = inhibition above about 50%; inactive = the rest.

Each structure is followed by: Pf apPOL inh | mHTT CaM bind
1. CCOC(=O)CN1CC23C=CC(O2)C(C(=O)Nc2ccc(F)cc2)C3C1=O (stereo not given)
 : 9 | -5
2. CS(=O)(=O)N(CC(=O)O)c1ccc(Cl)cc1
 : 8 | -3
3. CCSc1ccc(C(=O)O)cc1[N+](=O)[O-]
 : -4 | 2
4. COc1ccc(Cl)cc1NC(=O)NCC(C)(O)c1ccco1 (stereo not given)
 : 1 | -18
5. COc1cc(NC(=O)c2ccc(Cl)cc2)c(Cl)cc1N
 : -2 | 3
6. COc1ccc(/C=C2\N=C(c3ccccc3)N(c3ccccc3)C2=O)cc1
 : -9 | -15
7. CCN(CC)CC(O)Cn1c2c(c3ccccc31)CCCC2=O (stereo not given)
 : -43 | 5
8. CN(C)S(=O)(=O)c1ccc(-c2nnc(NC(=O)c3cccc(C(F)(F)F)c3)o2)cc1
 : -8 | -10
9. O=C(NCCCN1CCc2ccccc2C1)C1CCN(S(=O)(=O)N2CCCC2)CC1
 : -9 | -7
10. CCOC(=O)N1CCC2(CC1)N=C(c1ccccc1O)CC(c1ccc(OC)cc1)N2 (stereo not given)
 : -5 | 8
11. COc1ccccc1N1CCN(C(=O)c2c(Cl)cccc2Cl)CC1
 : 7 | -4
12. CC(C)CC(C(=O)O)N1C(=O)C2C3C=CC(C3)C2C1=O (stereo not given)
 : 3 | 2
13. O=C(Nc1cc(C(F)(F)F)ccc1N1CCCCC1)c1sc2ccccc2c1Cl
 : -5 | .
14. Cn1c(=O)c2cc(C(=O)Nc3ccc(C(F)(F)F)cc3)nn2c2ccccc21
 : 1 | -8
15. COc1ccc(C2=C/C(=C\c3ccccc3Cl)C(=O)O2)cc1
 : 4 | -18
16. O=C(O)C(Br)C(Br)c1ccc([N+](=O)[O-])cc1 (stereo not given)
 : 2 | -4
17. CC(C)(C)C(O)CCNC(=O)NCc1ccc(Cl)cc1 (stereo not given)
 : -6 | -22
18. C/C(=N/NC(=O)Cc1cc(=O)[nH][nH]1)c1cccs1
 : . | i
19. O=C(Nc1ccccc1Cl)N1CCCC1c1ccccc1F (stereo not given)
 : -2 | -27
20. Cc1cccn2c(=O)c3cc(C(=O)NCC4CCCO4)c(=N)n(CCCn4ccnc4)c3nc12 (stereo not given)
 : -11 | 5
21. Cc1oc(C2CCN(C(=O)C3CCCO3)CC2)nc1C(=O)N1CCSCC1 (stereo not given)
 : -7 | -2
22. Cc1ccc(NC(=O)C2CCN(c3cccc(F)c3C)C2=O)cc1C (stereo not given)
 : -6 | -2
23. O=C(C1CCCO1)N1CCCN(C2CCN(Cc3ccc(F)cc3)C2=O)CC1 (stereo not given)
 : 8 | 12
24. Fc1ccc(N2CCN(Cn3cnc4ccccc43)CC2)cc1
 : . | -8
25. CN(C)c1ccc(C(=O)Nc2cccnc2)cc1
 : -12 | 3
26. Cc1cc(OCC(=O)Nc2c(C)cccc2C)nc(N2CCCC(C)C2)n1 (stereo not given)
 : -1 | -5
27. Cc1cc(C2CCCN2Cc2cc(Cl)ccc2O)no1 (stereo not given)
 : -2 | 15
28. COc1ccc(/C=C2N=C(/C=C/c3cccc(Cl)c3Cl)OC/2=O)cc1OC
 : 2 | -3
29. CCOc1cc(/C=C2/NC(=O)NC2=O)ccc1OCC(N)=O
 : -1 | 2
30. O=C(O)c1nnn(-c2ccc(F)c(F)c2)c1-c1ccccn1
 : 0 | -6
31. CCc1ccc(NC(=O)N2CCc3c(c(-c4nc(C5CC5)no4)nn3C)C2)cc1
 : -10 | 28
32. C=CCN1c2ccc(Br)cc2C(O)CS1(=O)=O (stereo not given)
 : -2 | -6
33. CN1c2ccc(F)cc2C(=O)NC12CCN(C(=O)c1ccc(F)c(Cl)c1)CC2
 : -1&-7 | -2&-5
34. O=[N+]([O-])c1cc([N+](=O)[O-])c2cccnc2c1Nc1ccccc1
 : -3 | 13
35. CCCc1cc2c(=O)c(-c3ccc4c(c3)OCCO4)c(CC)oc2cc1OC(C)C
 : 2 | 0
36. O=[N+]([O-])c1cccc(N=Cc2sc3ccccc3c2O)c1
 : 7 | 1
37. O=C(O)Cn1c(SCCOc2ccc(Cl)cc2)nc2ccccc21
 : 0 | 4
38. O=C(Cc1ccc([N+](=O)[O-])cc1)NC1CCCCCCC1
 : -10 | .
39. CCOC(=O)c1c(NC=C2C(=O)OC(C)(C)OC2=O)sc(C(C)=O)c1C
 : -3 | -3
40. Cc1cc(C2CCCN2C(=O)C2CCCC2)no1 (stereo not given)
 : 2 | 0
41. Cc1ccc(CNC(=O)CCC2CCCN(C(=O)Nc3ccccc3)C2)cc1 (stereo not given)
 : -5 | 0
42. COC(=O)c1cc(C=CC(=O)N(C(=O)NC2CCCCC2)C2CCCCC2)cn1C
 : -1 | .
43. Cc1ccc(-c2nc3ccc(C)cn3c2NC(=O)C(Cl)Cl)cc1
 : 18 | 28
44. Cc1cc(C)c(OCC(=O)Nc2ccc(S(N)(=O)=O)cc2)c(C)c1
 : 4 | 6
45. Cc1noc(-c2cccs2)c1C(=O)NC1CCc2ccccc21 (stereo not given)
 : -4 | 12
46. O=S(=O)(Nn1cnnc1)c1ccccc1
 : . | -3
47. Cc1cccc(N2CCN(C(=O)NC(C)C)C(C)C2=O)c1C (stereo not given)
 : 0 | 1
48. COC(=O)c1ccc(NC(=O)c2ccc(S(=O)(=O)N(Cc3ccco3)C3CC3)o2)cc1
 : -4 | 12
49. CCc1ccc(C(=O)Nc2nnc(C3CC(=O)N(c4ccc(SC)cc4)C3)o2)cc1 (stereo not given)
 : 1 | 9
50. Cc1ccc(Nc2ccc(NS(=O)(=O)c3cccnc3)cc2)nn1
 : -6 | -6
51. c1ccc2c(c1)OCC(c1csc(C3COc4ccccc4O3)n1)O2 (stereo not given)
 : 4&-4 | -5&-26
52. COc1ccccc1C(=O)N/C(=C\c1ccc([N+](=O)[O-])cc1)C(=O)Nc1ccc(F)c(Cl)c1
 : -4 | 6
53. CCNC(=O)CCC1CCN(c2cc(NC3CC3)ncn2)CC1
 : -7 | -1
54. O=c1[nH]c2ccccc2nc1C=Cc1cccs1
 : 5 | .
55. CCn1c(=O)n(CC(=O)Nc2ccccn2)c(=O)c2ccccc21
 : -7 | -3
56. Cn1c(=O)c2c(nc(NCCO)n2Cc2ccccc2Cl)n(C)c1=O
 : 7 | 2
57. COc1ccc(NC(=O)CSCc2c(C)c(C)c(C)c(C)c2C)cc1
 : -2 | .
58. O=C(C=Cc1cccs1)Nc1ccc(F)cc1
 : -3&-10 | .
59. CC(C)NC(=O)C1Cc2ccccc2N2CCN(c3ccccn3)CC12 (stereo not given)
 : -2 | 4
60. CCN1Cc2nnn(Cc3ccccc3)c2-c2ccccc2S1(=O)=O
 : -3 | -5

Next part
Each structure is followed by: Pf apPOL inh | mHTT CaM bind
61. O=Cc1ccc(OCC(=O)O)c(I)c1
 : -16 | -2
62. O=C(Cc1c[nH]c2ccccc12)N1CCc2c(nc(-c3ccc(F)cc3)[nH]c2=O)C1
 : 6 | 29
63. CC(=O)c1ccc(C(=O)Nc2nnc(-c3ccc(F)cc3F)o2)cc1
 : -8 | -4
64. Oc1c(C(Nc2ccccn2)c2ccccc2F)ccc2cccnc12 (stereo not given)
 : -1 | 100*
65. Cc1ccc2[nH]c(C(=O)N3CCOCC3)cc2c1
 : 0 | -4
66. Nc1ccc(CCc2nc3cc(N)ccc3o2)cc1
 : 2 | 14
67. Cc1sc2c(=O)n(C3CC3)cnc2c1C(=O)NCc1ccccc1
 : 4 | 3
68. CCOc1cc(CNC(=O)C2CCCN(c3nccc(C)n3)C2)cc(OCC)c1OCC (stereo not given)
 : -5 | -6
69. COc1cccc(CNC(=O)C2CCCN(c3cnn(Cc4ccccc4)c(=O)c3)C2)c1 (stereo not given)
 : -12 | 5
70. N=C(N)SCc1csc(N)n1
 : . | 3
71. CCOc1ccc(CN2CCC(C(=O)N3CCN(c4ccccc4OCC)CC3)CC2)cc1
 : -6 | 2
72. CCCCC1(COC(=O)c2ccc(C(C)(C)C)cc2)C(=O)N(c2ccccc2)N(c2ccccc2)C1=O
 : -4 | .
73. CC(C)NCC(O)COCCC12CC3CC(CC(C3)C1)C2 (stereo not given)
 : 2 | -2
74. O=C(CN1CCOCC1)Nc1cc(Cl)ccc1Cl
 : -2 | -6
75. CC(C)C1=NN2C(=N)/C(=C/c3cccs3)C(=O)N=C2S1
 : -4 | 5
76. O=C(NC1CC2CC1N(C(=O)c1ccc(C(F)(F)F)s1)C2)c1cccnc1 (stereo not given)
 : -6 | 11
77. CC1CC(Nc2ccccc2)c2ccccc2N1C(=O)c1ccco1 (stereo not given)
 : -1 | 30
78. CCCSc1nc2c(cnn2-c2ccc(F)cc2)c(=O)[nH]1
 : 2 | 4
79. COc1ccccc1C1(CC#N)CCOC(C)(C)C1 (stereo not given)
 : -3&4 | -2&-2
80. Cc1ccc(NC(=O)N2CCCC(C)(C(=O)NCc3ccccc3C)C2)c(Cl)c1 (stereo not given)
 : 0 | 7
81. CCn1cc(-c2nc(C)c(C(=O)Nc3ccc(C)cc3)s2)c2cccnc21
 : 2 | -14
82. N#Cc1c(C(F)(F)F)cc(-c2ccco2)[nH]c1=S
 : . | 27
83. COc1ccc(C2CCCN2C(=O)NCCc2ccccc2)cc1 (stereo not given)
 : -2 | -7
84. O=C(Nc1cccc2ncccc12)c1ccc(F)cc1
 : -1 | 0
85. COc1ccc(CCN2CC(C(=O)NC3CC3)CC2=O)cc1OC (stereo not given)
 : -8 | -2
86. CN(CCc1ccccn1)C(=O)C1CCCN(c2cnn(C)c(=O)c2)C1 (stereo not given)
 : -5 | 0
87. O=C(NC1CCCCC1)C1c2cccn2CC(=O)N1Cc1ccccc1Cl (stereo not given)
 : 1 | -6
88. CC(=O)c1cccc(NC(=O)CN(c2cc(C)ccc2C)S(C)(=O)=O)c1
 : -7 | 5
89. CCN(C(=O)c1cc2ccccc2oc1=O)C1CCCCC1
 : -2 | 1
90. O=C(c1ccc(F)cc1F)N1CCOc2ccccc2C1
 : -4 | 1
91. Cc1cc(C)n(N)c(=O)c1C(=O)O
 : . | -4
92. Cc1cc(OCC(=O)Nc2ccc(C(N)=O)cc2)c(C(C)C)cc1Br
 : -4 | -1
93. O=C(CSc1ncc(CO)n1Cc1ccc(F)cc1)N1CCCCC1
 : 0 | -10
94. O=C(Nc1ccccc1Cl)c1ccc(F)c(S(=O)(=O)N2CCC3(CC2)OCCO3)c1
 : -5 | 7
95. Cc1ccc(-c2cc(=O)c3cc(C)ccc3[nH]2)cc1
 : 2 | 3
96. O=C(CC1=NS(=O)(=O)c2ccccc2N1)Nc1ccc(NC(=O)c2ccco2)cc1
 : -4 | 1
97. COc1ccc(C(C)(C)C)cc1NC(=O)C1CC=CCC1C(=O)O (stereo not given)
 : -7 | 1
98. COc1ccc(C(=O)N2CCC(C(=O)NCc3ccc(C)cc3)CC2)cc1
 : -7 | 0
99. O=C(c1ccc(C(F)(F)F)s1)N1CCC2(C1)Nc1cccnc1NC2=NC1CCCC1 (stereo not given)
 : 2 | 43
100. CCCCOc1ccccc1/C=c1\sc2nc(=O)c(C)nn2c1=O
 : -3 | 23
101. Cc1ccc(N2C(=O)CC(n3nc(C)c(C)c3C)C2=O)cc1 (stereo not given)
 : -2 | -7
102. COc1cccc(NC(=O)C2CCCN(c3ncnc4c3nc3n4CCCCC3)C2)c1 (stereo not given)
 : 4 | 19
103. CC1CC2=C(OC(N)=C(C#N)C2c2cccs2)/C(=C/c2cccs2)C1 (stereo not given)
 : . | 33
104. CC1=C(C#N)C(=O)N(C)C(=O)/C1=C\c1ccc(-c2ccccc2C(=O)O)o1
 : 0 | 16
105. CCOC(=O)CN1CC(c2nc(Cc3ccccc3OC)no2)C1
 : 3 | -3
106. CC(C)C(C(=O)Nc1ccc(S(=O)(=O)Nc2ncccn2)cc1)N1C(=O)c2ccccc2C1=O (stereo not given)
 : 8&-1 | 0&3
107. Cc1ccc(CN2C(=O)NC3(CCN(C(=O)COc4cccc(C)c4)CC3)C2=O)cc1
 : -7 | 5

By substructure: those above containing a Cl atom.
Each structure is followed by: Pf apPOL inh | mHTT CaM bind
2. CS(=O)(=O)N(CC(=O)O)c1ccc(Cl)cc1
 : 8 | -3
4. COc1ccc(Cl)cc1NC(=O)NCC(C)(O)c1ccco1 (stereo not given)
 : 1 | -18
5. COc1cc(NC(=O)c2ccc(Cl)cc2)c(Cl)cc1N
 : -2 | 3
11. COc1ccccc1N1CCN(C(=O)c2c(Cl)cccc2Cl)CC1
 : 7 | -4
13. O=C(Nc1cc(C(F)(F)F)ccc1N1CCCCC1)c1sc2ccccc2c1Cl
 : -5 | .
15. COc1ccc(C2=C/C(=C\c3ccccc3Cl)C(=O)O2)cc1
 : 4 | -18
17. CC(C)(C)C(O)CCNC(=O)NCc1ccc(Cl)cc1 (stereo not given)
 : -6 | -22
19. O=C(Nc1ccccc1Cl)N1CCCC1c1ccccc1F (stereo not given)
 : -2 | -27
27. Cc1cc(C2CCCN2Cc2cc(Cl)ccc2O)no1 (stereo not given)
 : -2 | 15
28. COc1ccc(/C=C2N=C(/C=C/c3cccc(Cl)c3Cl)OC/2=O)cc1OC
 : 2 | -3
33. CN1c2ccc(F)cc2C(=O)NC12CCN(C(=O)c1ccc(F)c(Cl)c1)CC2
 : -1&-7 | -2&-5
37. O=C(O)Cn1c(SCCOc2ccc(Cl)cc2)nc2ccccc21
 : 0 | 4
43. Cc1ccc(-c2nc3ccc(C)cn3c2NC(=O)C(Cl)Cl)cc1
 : 18 | 28
52. COc1ccccc1C(=O)N/C(=C\c1ccc([N+](=O)[O-])cc1)C(=O)Nc1ccc(F)c(Cl)c1
 : -4 | 6
56. Cn1c(=O)c2c(nc(NCCO)n2Cc2ccccc2Cl)n(C)c1=O
 : 7 | 2
74. O=C(CN1CCOCC1)Nc1cc(Cl)ccc1Cl
 : -2 | -6
80. Cc1ccc(NC(=O)N2CCCC(C)(C(=O)NCc3ccccc3C)C2)c(Cl)c1 (stereo not given)
 : 0 | 7
87. O=C(NC1CCCCC1)C1c2cccn2CC(=O)N1Cc1ccccc1Cl (stereo not given)
 : 1 | -6
94. O=C(Nc1ccccc1Cl)c1ccc(F)c(S(=O)(=O)N2CCC3(CC2)OCCO3)c1
 : -5 | 7
